# Bioassay records from PubChem BioAssay.
# V-ATPase pHluor = regulators of yeast V-ATPase proton pumping, primary screen, pHLuorin cytosolic pH fluorescence; S. cerevisiae; response, % at 10 µM; 350,000 tested, 0.37% active; in the data active = response mostly above about 7.3%, no sharp cut-off; inactive = mostly below about 5.4%; note: actives read high; inactives centre near 0; some compounds called inactive have numbers as strong as hits; reference of the scale not given here
# MITF TRPM1 HTS = activators of MITF-driven TRPM1 promoter reporter, primary screen, cell-based, SK-MEL-5, luciferase, single point; SK-MEL-5 TRPM1-promoter luciferase, 24 h; % of positive control, neutral wells = 0; activation, % at 12.5 µM; 300,000 tested, 0.75% active;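 active = mean activation of at least 80% with every replicate also reaching 80%; inconclusive = mean reaches 80% but some replicate falls short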;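 note: 0% = neutral control wells and 100% = parthenolide positive control wells; values of inactives mirror those of a sister screen read the other way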
# PvdQ inh = P. aeruginosa PvdQ acylase inhibitors, primary screen, biochemical, fluorescence, plate reader and imaging, single point; inhibition, % at 10 µM; 340,000 tested, 0.063% active; purified PvdQ acylase; in the data active = inhibition above about 30%, passing the limit was not always enough; inconclusive = no clear call, values can overlap the other calls;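 note: 0% = vehicle neutral wells and 100% = reference inhibitor wells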
# Wnt bcat act = Wnt/beta-catenin pathway activators, primary screen, cell-based, plate reader, single point; Wnt/beta-catenin reporter cell assay, activator; activation, % at 9.35 µM; 300,000 tested, 1.2% active; AID 743398, 2014; in the data active = activation above about 30%, passing the limit was not always enough; inconclusive = no clear call, values can overlap the other calls;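 note: 0% = neutral control wells and 100% = positive control wells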
# SR-BI DiI inh = inhibitors of SR-BI mediated HDL lipid uptake, primary screen, ldlA[mSR-BI] cells, fluorescence, single point | ldlA[mSR-BI] CHO cells, DiI-HDL uptake fluorescence, 3 h | inhibition, % at 12.5 µM | 320,000 tested, 0.96% active | AID 488896, 2010;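 active = mean replicate inhibition of at least 70% and a set share of replicates each scoring 70 or more; inconclusive = meets just one of the two criteria; inactive = fails both criteria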;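 note: 0% = median of neutral control wells and 100% = median of positive control wells; values of inactives mirror those of a sister screen read the other way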
# NSD2 inh = NSD2 histone methyltransferase inhibitors, primary screen, biochemical, AlphaScreen, single concentration, set 2 | Histone-lysine N-methyltransferase NSD2 (Homo sapiens), O96028 | NSD2 peptide methylation, 120 min | inhibition, % at 12.5 µM | 310,000 tested, 0.54% active; in the data active = inhibition above about 50%
# HTR5A inv ctr = HTR5A inverse agonists in luminescence cell assay, primary screen, counter-screen for OPRM1-OPRD1 heterodimer inverse agonist project, full-deck HTS; HTR5A cell line, inverse agonism; 340,000 tested, 0.083% active; inhibition, % at 9.3 µM; 5-hydroxytryptamine receptor 5A (Homo sapiens), P47898; in the data active = inhibition mostly above about 23%, no sharp cut-off; inactive = mostly below about 18%;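 note: 0% = cells with DMSO and 100% = no-cell wells with DMSO; some compounds called inactive have numbers as strong as hits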
# Target sequence (P47898 whole entry, looked up): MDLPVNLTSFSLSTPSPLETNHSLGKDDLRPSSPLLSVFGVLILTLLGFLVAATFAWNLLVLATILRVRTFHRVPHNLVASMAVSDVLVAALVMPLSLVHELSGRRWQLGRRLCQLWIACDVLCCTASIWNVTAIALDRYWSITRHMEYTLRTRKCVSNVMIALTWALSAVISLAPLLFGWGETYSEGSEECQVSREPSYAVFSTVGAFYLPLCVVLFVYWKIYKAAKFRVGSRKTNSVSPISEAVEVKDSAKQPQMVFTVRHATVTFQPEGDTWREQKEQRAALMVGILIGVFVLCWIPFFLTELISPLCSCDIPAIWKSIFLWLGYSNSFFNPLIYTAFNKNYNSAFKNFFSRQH
# CDK5 p35 inh = inhibitors of human CDK5/p35 kinase, primary screen, biochemical, single concentration | Cyclin-dependent kinase 5 (Homo sapiens) + Cyclin-dependent kinase 5 activator 1 (Homo … | Recombinant CDK5/p35, ADP-Glo luminescence, 60 min | inhibition, % at 10 µM | 330,000 tested, 0.01% active | AID 488839, 2010;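 active = highest replicate inhibition of at least 50% and at least 75% of replicates reaching 50%; inconclusive = only one of the two criteria met; inactive = both criteria failed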;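 note: plate controls were DMSO neutral control for no effect and GW8510 at 10 µM for full effect; many of its hits are not listed in these tables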
# Target sequence (Q00535 whole entry, looked up): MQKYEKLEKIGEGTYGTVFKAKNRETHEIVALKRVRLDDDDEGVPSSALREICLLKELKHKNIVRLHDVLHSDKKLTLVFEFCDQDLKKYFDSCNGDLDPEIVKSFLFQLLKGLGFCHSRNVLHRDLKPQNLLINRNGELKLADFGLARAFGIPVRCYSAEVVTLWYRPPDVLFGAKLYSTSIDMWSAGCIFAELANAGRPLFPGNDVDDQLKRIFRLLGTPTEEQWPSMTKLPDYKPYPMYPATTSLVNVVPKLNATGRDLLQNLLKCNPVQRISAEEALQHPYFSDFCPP
# Target sequence (Q15078 whole entry, looked up): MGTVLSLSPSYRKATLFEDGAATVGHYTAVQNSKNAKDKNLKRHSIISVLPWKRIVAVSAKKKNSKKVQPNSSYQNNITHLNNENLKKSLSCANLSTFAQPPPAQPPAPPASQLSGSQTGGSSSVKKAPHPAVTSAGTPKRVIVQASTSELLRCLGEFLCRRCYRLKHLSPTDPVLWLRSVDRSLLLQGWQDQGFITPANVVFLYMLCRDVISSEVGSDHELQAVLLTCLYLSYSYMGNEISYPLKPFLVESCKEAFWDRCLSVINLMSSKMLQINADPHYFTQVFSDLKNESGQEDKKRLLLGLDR
# HTR5A ag ctr = HTR5A agonists in luminescence cell assay, primary screen, counter-screen for OPRM1-OPRD1 heterodimer agonist project, full-deck HTS; activation, % at 9.3 µM; 340,000 tested, 0.61% active; 5-hydroxytryptamine receptor 5A (Homo sapiens), P47898; AID 504692, 2011; cell-based; in the data active = activation mostly above about 9.5%, no sharp cut-off; inactive = mostly below about 7.6%;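 note: 0% = cells with vehicle only and 100% = reference agonist; strong numbers were not always called active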
# dFosB act = activators of delta FosB homodimer, primary screen, biochemical, fluorescence polarization, TAMRA-CDK5 oligo, single point; AID 493131, 2011; Protein FosB (Mus musculus), P13346; 340,000 tested, 0.99% active; purified delta FosB; percent of positive-control signal above neutral wells; activation, % at 25 µM;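 active = mean activation above about 17%, with every replicate also reaching it, limit read from the data, passing the limit was not always enough; inconclusive = only one of the two conditions met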;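 note: fluorescence polarization rise as delta FosB binds a TAMRA Cdk5 AP-1 oligo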
# * marks the source's active call; other numbers are inactive results; ? = inconclusive; · = no result given.
SMILES,V-ATPase pHluor,MITF TRPM1 HTS,PvdQ inh,Wnt bcat act,SR-BI DiI inh,NSD2 inh,HTR5A inv ctr,CDK5 p35 inh,HTR5A ag ctr,dFosB act
COc1ccc(NC(=O)CN2C(=O)NC(C)(c3ccc(C)cc3)C2=O)cn1 (centres undefined),-1,0,-4,3,-25,0,-2,-2.4,1,2
CC(C)(C)c1ccc(S(=O)(=O)N2CCCC2C(=O)N2CCOCC2)cc1 (centres undefined),2,1,-3,0,-3,1,·,-0.5,·,-6
CSCCC(NS(=O)(=O)c1ccc(C)cc1)C(=O)NCC(C)(C)N1CCOCC1 (centres undefined),2,-5,-18,0,5,-4,-12,-0.5,5,7
CCN(Cc1ccccc1)C(=O)COC(=O)c1cc(Cl)nc(Cl)c1,-1,7,-12,0,-28,-1,-7,2.1,-1,-9
CC1(C)CC(=O)C2=C(C1)NC(=O)CC2c1ccc(N(CCC#N)CCC#N)cc1 (centres undefined),1,16,0,-2,1,-2,26,1.0,4,-1
Cc1ccc2[nH]c3c(c2c1)CN(C(=O)CN1CCSCC1)CC3,·,·,3,-3,9,2,·,·,·,·
Cc1sc(NC(=O)c2ccc(F)cc2)c(CN2CCCCCC2)c1C,0,5,-8,9,1,-1,30,0.8,-12,1
COc1ccccc1NC(=S)N1CCCCCC1,-2,-12,-7,-1,8,-1,21,-0.3,-9,2
Nc1nonc1-c1nc2ccccc2n1CCC(=O)O,-1,0,-3,-6,-6,-1,1,-0.4,1,-1
COc1ccc(OCc2cc(C(=O)NC3Cc4ccccc4C3)no2)c(Cl)c1,-6,-9,4,-5,0,7,3,-1.9,-1,?
Cc1[nH]c(=O)[nH]c(=O)c1S(=O)(=O)N1CCN(c2ccccc2)CC1,1,6,-12,1,0,-1,6,·,0,-8
Cc1cc(C)cc(N=c2c([N+](=O)[O-])nn(-c3ccc4c(c3)OCCO4)n2O)c1,4,-7,-6,-7,-8,3,5,-3.9,3,-7
Cc1cc(OC(C)C(=O)NCc2ccccn2)c2c(C)c(C)c(=O)oc2c1 (centres undefined),-2,-5,2,-2,-19,-3,10,1.1,-2,-6
Cc1occc1C(=O)NCc1ccccc1,-3,-3,-4,0,-5,-2,4,0.2,1,-4
O=C(C=Cc1ccc2c(c1)OCO2)c1ccccc1,-1,68,11,2,-23,0,5,1.6,-1,-10
Cc1ccc(S(=O)(=O)N(C)c2ccccc2C(=O)Nc2ccc3c(c2)OCCO3)cc1,-5,1,-6,1,5,2,-16,0.8,6,-2
CCOc1cc(/C=N/O)ccc1OCc1ccccc1F,6,20,-1,9,19,-1,-11,-0.8,2,-14
CCSc1nnc(NC(=O)Cc2ccc(OC)cc2)s1,3,6,-20,1,7,-3,-14,0.4,-2,3
CCN1CCc2c(sc(NC(=O)c3ccc(C(=O)c4ccccc4)cc3)c2C(N)=O)C1,1,-6,-5,-1,2,3,6,0.0,1,?
CC(C)(C)c1ccc(S(=O)(=O)NCc2ccc(C(=O)NCC3CCCO3)cc2)cc1 (centres undefined),1,-14,-14,-2,6,0,-19,1.5,4,-4
O=C(CSc1nnc(COc2ccccc2)o1)NC1CC2CCC1C2 (centres undefined),2,-1,-5,-2,-40,0,-3,1.7,5,-3
Cc1oc(-c2ccc(Cl)cc2)nc1CS(=O)CC(=O)NCc1ccco1 (centres undefined),-3,1,-15,1,6,2,3,-4.2,-1,-14
Cc1cccc(NC(=O)Cc2nnc(NC(=O)Nc3ccccc3F)s2)c1,-1,-9,-13,2,-31,-3,16,0.7,1,40*
Cn1c(/C(C#N)=C2/CCCCCN2)nc2ccccc21,-5,-6,-8,·,6,2,-29,0.1,12,-13
O=C(CCn1c(=O)oc2ccccc21)Nc1nccs1,-4,·,5,7,2,-3,12,-1.5,-4,2
Cc1cc(=O)n2nc(N3CCC(C(=O)NCc4cccc(Br)c4)CC3)sc2n1,-2,9,-8,-3,19,-1,-14,0.3,3,-20
COc1ccc(CNC(=O)CSc2cccc3cccnc23)cc1,2,0,2,1,-8,0,17,-0.4,0,-4
CC(C)=CCc1cc([C@@H]2CC(=O)c3ccc(O)c(CC=C(C)C)c3O2)ccc1O,-2,-4,-7,-1,16,·,7,-0.4,5,-14
COC(=O)c1sccc1NC(=S)Nc1cc(C)ccc1OC,1,-11,-1,-1,·,0,2,0.6,-3,1
Cc1ccc(NC(=S)NC(NC(=O)c2ccccc2)C(Cl)(Cl)Cl)c(C)c1 (centres undefined),5,-2,-2,·,18,-1,-11,-2.3,-2,-6
COc1ccc(OCc2cc(C(=O)NCCN3CCCC(O)C3)no2)c(Cl)c1 (centres undefined),-2,-4,-8,-1,-24,3,5,-0.1,2,-4
Cc1ccc(NC(=O)Cn2c(C)cc(C)c(C#N)c2=O)c(Cl)c1,12,-3,-4,·,-10,5,-6,-3.0,8,2
C=CCn1cccc(C(=O)Nc2ccc(OC)c(Cl)c2)c1=O,0,62,-11,·,38,-1,0,-0.1,0,2
COc1cccc(-n2cc(CN(C)Cc3nc(Cc4cccc(F)c4)no3)cn2)c1,1,-9,-1,0,-16,2,-5,-0.5,2,-9
Cc1ccc2c(N)c(C(=O)N(c3ccccc3)c3ccccc3)sc2n1,-4,·,-2,-6,-11,3,4,-1.2,-4,4
COc1ccccc1NC(=O)Nc1nc(CC(=O)NCc2ccc(F)cc2)cs1,-2,4,6,3,72*,0,-23,-1.1,0,9
COc1ccccc1N1CCN(CC(=O)Nc2cccc(F)c2)CC1,3,-7,-20,0,17,1,10,0.9,7,0
Cn1c(=O)cc(OCC(=O)NCc2cccs2)c2ccccc21,1,-1,-2,17,21,0,-9,-1.7,3,-8
NC(=O)C1CCCN(C(=O)c2ccc(NC(=O)c3cccs3)cc2)C1 (centres undefined),-4,1,-4,4,3,2,-3,2.4,1,-3
O=C(COC(=O)/C=C/c1ccc2c(c1)OCO2)Nc1ccccc1,-2,19,-1,1,-6,0,7,1.0,-3,-1
COc1ccccc1NC(=O)C(Cc1ccc(Cl)cc1)c1nn[nH]n1 (centres undefined),-1,·,-9,·,-1,-1,6,-0.7,1,-4
Cc1ccc(-c2nnn(CC(=O)N(c3ccccc3)C(C(=O)NCC3CCCO3)c3cccs3)n2)o1 (centres undefined),-1,-12,-2,-1,-13,-2,-1,1.0,1,6
Cc1ccc(C(=O)NNC(=O)c2ccco2)cc1,17*,49,0,21,-29,0,3,0.0,-1,-2
COc1cccc(Nc2ncc(C(=O)O)c3ccccc23)c1,2,1,-10,-2,-1,·,12,-0.3,4,0
CCc1cc2c(C)ccc(C)c2nc1SCC(=O)Nc1cc(C)on1,-2,-4,-15,-3,8,1,14,0.3,0,-2
CCOc1ccc(S(=O)(=O)N2CCCC(C(=O)NCc3ccncc3)C2)cc1Cl (centres undefined),-4,-2,8,-3,·,5,8,1.4,-3,-7
CCS(=O)(=O)c1ccc2oc(Nc3ccc(C(C)C)cc3)nc2c1,4,23,-8,·,29,9,0,2.6,1,-1
Cc1ccccc1NC(=O)c1cc2c(C)nc3ccccc3c2o1,2,6,-7,·,44,0,2,-1.2,-1,-39
COc1cc(/C=C2\SC(=S)N(NC(=O)c3cccc(O)c3)C2=O)ccc1O,-2,-12,-11,1,1,28,27,3.2,-8,11
COc1ccc(S(=O)(=O)n2cnc3ccccc32)cc1OC,-2,4,-11,-1,10,-1,10,-0.1,-3,-2
CCOc1ccc(NC(=O)c2ccc(NCC(=O)N3CCCCCC3)cc2)cc1,1,-4,1,-1,47,-4,2,0.3,-1,-8
Cc1ccc(C(=O)NCC(=O)OCC(=O)N2CCCc3ccccc32)cc1,2,-12,-12,·,-11,-3,16,3.2,7,4
CC(NC(=O)c1cc2c(cc1Cl)N1CCCCCC1=NS2(=O)=O)c1ccc(S(N)(=O)=O)cc1 (centres undefined),-2,4,0,-3,-27,-1,-3,0.6,1,0
COC(=O)c1ccc(C(=O)OC)c(NC(=S)N2CCN(C(=O)C3CCCO3)CC2)c1 (centres undefined),3,0,-19,1,1,4,3,-2.0,4,-5
O=C(CCS(=O)(=O)Cc1ccc(Cl)cc1)NCCCN1CCOCC1,-3,-4,-7,-5,11,-1,0,-0.2,6,4
COCCN1C(=O)c2ccc(C(=O)O)cc2C1=O,-3,·,1,6,-22,-1,-3,-0.2,-2,5

# A different layout for part of the listing above.
structure	V-ATPase pHluor	MITF TRPM1 HTS	PvdQ inh	Wnt bcat act	SR-BI DiI inh	NSD2 inh	HTR5A inv ctr	CDK5 p35 inh	HTR5A ag ctr	dFosB act
CCOc1ccc(S(=O)(=O)N2CCCC(C(=O)NCc3ccncc3)C2)cc1Cl (centres undefined)	-4	-2	8	-3	·	5	8	1.4	-3	-7
CCS(=O)(=O)c1ccc2oc(Nc3ccc(C(C)C)cc3)nc2c1	4	23	-8	·	29	9	0	2.6	1	-1
Cc1ccccc1NC(=O)c1cc2c(C)nc3ccccc3c2o1	2	6	-7	·	44	0	2	-1.2	-1	-39
COc1cc(/C=C2\SC(=S)N(NC(=O)c3cccc(O)c3)C2=O)ccc1O	-2	-12	-11	1	1	28	27	3.2	-8	11
COc1ccc(S(=O)(=O)n2cnc3ccccc32)cc1OC	-2	4	-11	-1	10	-1	10	-0.1	-3	-2
CCOc1ccc(NC(=O)c2ccc(NCC(=O)N3CCCCCC3)cc2)cc1	1	-4	1	-1	47	-4	2	0.3	-1	-8
Cc1ccc(C(=O)NCC(=O)OCC(=O)N2CCCc3ccccc32)cc1	2	-12	-12	·	-11	-3	16	3.2	7	4
CC(NC(=O)c1cc2c(cc1Cl)N1CCCCCC1=NS2(=O)=O)c1ccc(S(N)(=O)=O)cc1 (centres undefined)	-2	4	0	-3	-27	-1	-3	0.6	1	0
COC(=O)c1ccc(C(=O)OC)c(NC(=S)N2CCN(C(=O)C3CCCO3)CC2)c1 (centres undefined)	3	0	-19	1	1	4	3	-2.0	4	-5
O=C(CCS(=O)(=O)Cc1ccc(Cl)cc1)NCCCN1CCOCC1	-3	-4	-7	-5	11	-1	0	-0.2	6	4
COCCN1C(=O)c2ccc(C(=O)O)cc2C1=O	-3	·	1	6	-22	-1	-3	-0.2	-2	5
